IL1B NFkB pot = enhances IL-1B driven NFkB nuclear translocation; HUVEC IL-1B NFkB p65 nuclear translocation imaging; activation, % at 2 µM; actives 0.3% (n = 94,000);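 active = activation above 40%, about the mean plus 3 SD, also judged a hit on visual image review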;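 note: percent activation is computed from the nuclear over cytoplasmic p65 intensity ratio; values of inactives mirror those of a sister screen read the other way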
Bcl-B displacement = displacers of TR3 peptide from Bcl-B, primary screen, selectivity assay for Bfl-1 inhibitor project, biochemical, fluorescence polarization; FP displacement of FITC-TR3 peptide from Bcl-B; higher % means a stronger effect; AID 748; actives 0.11% (n = 96,000); one-dose displacement, % at 20 µM; IC50 in µM for titrated hits;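 active = displacement above 50% at 20 µM plus a fluorescence interference ratio under 1.5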;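 note: plate controls were wells without compound for no effect and wells lacking Bcl-B protein for full effect; a part of the inactive calls stands beside numbers as strong as those of hits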
MRP reversal = compounds reversing MRP-mediated drug resistance; H69AR cells + 2 uM doxorubicin, CellTiter-Glo, 72 h; differential viability (reversal), % at 10 µM; actives 0.04% (n = 85,000); AID 602;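 active = viability drop by adding the cancer drug above about 55%, with treated viability meeting a 40% cutoff, limit read from the data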;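 note: viability without doxorubicin minus viability with 2 µM doxorubicin for each compound; larger differential means the compound sensitizes cells more to doxorubicin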
PLAP inhibition = PLAP enzyme inhibitors, biochemical, luminescence, HTS (AID 690) | purified PLAP, luminescent substrate; higher % means a stronger effect | one-dose inhibition, % at 20 µM; IC50 in µM for titrated hits | actives 0.08% (n = 96,000); in the data active = a potency from the dose series; inactive = the rest, 99 in 100 with inhibition below about 30%; note: strong numbers were not always called active
IL1B NFkB inh = blocks IL-1B driven NFkB nuclear translocation in HUVEC cells. inhibition, % at 2 µM. actives 0.43% (n = 94,000). AID 796. HUVEC IL-1B NFkB p65 nuclear translocation imaging;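 active = inhibition above about 30% together with a positive call from visual inspection of the well image, limit read from the data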;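 note: nuclear over cytoplasmic p65 intensity ratio measured by imaging; 0% = IL-1B stimulated DMSO wells and 100% = unstimulated DMSO wells; values of inactives mirror those of a sister screen read the other way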
MRP reversal cytotoxicity = recorded beside MRP reversal, whose call it bears; viability, %; H69AR cells, CellTiter-Glo, 72 h; measured here: cytotoxicity without doxorubicin
MRP reversal with doxorubicin = recorded beside MRP reversal, whose call it bears; viability, %; measured here: viability with 2 uM doxorubicin; stronger effect = lower value
IL1B NFkB inh cell count 2 µM = second read-out of IL1B NFkB inh, no call of its own (marks repeat the call); cell count; measured here: cells passing quality filter;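 raw number of nuclei counted in each imaged well without normalization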
IL1B NFkB pot cell count 2 µM = recorded beside IL1B NFkB pot, whose call it bears; cell count; measured here: cells passing quality filter
Active calls of the source: *; nt = not tested or not shown. This is a subset (hit frequency here may not be typical).

SMILES | IL1B NFkB pot | IL1B NFkB pot cell count 2 µM | Bcl-B displacement | MRP reversal | MRP reversal cytotoxicity | MRP reversal with doxorubicin | PLAP inhibition | IL1B NFkB inh | IL1B NFkB inh cell count 2 µM
COc1ccccc1N1CCN(C(=O)CSc2nc3ncnc(N)c3[nH]2)CC1 | 14 | 138 | -2% | -1 | 83 | 84 | -78% | -14 | 138
O=C(O)c1cccc2c1C(=O)N(Cc1ccncc1)C2 | -6 | 197 | -12% | 24 | 94 | 70 | 5% | 6 | 197
COC(=O)COc1cc(Br)c(/C=C2/SC(=O)N(CC(=O)N3CCCC3)C2=O)cc1OC | 2 | 155 | 3% | nt | nt | nt | -4% | -2 | 155
COc1ccccc1OCC(=O)Nc1nc(-c2ccc(S(=O)(=O)N3CCOCC3)cc2)cs1 | -8 | 66 | nt | 4 | 71 | 67 | nt | 8 | 66
CCOc1ccc(NC(=O)CCCc2cc(-c3ccc(OCC)cc3)on2)cc1 | -3 | 135 | -4% | 10 | 51 | 41 | -8% | 3 | 135
CCCn1c(N)c(Sc2ccc(Cl)cc2)c(=O)n(CCC)c1=O | 4 | 98 | 1% | -1 | 101 | 102 | 34% | -4 | 98
COc1ccc(NC(=O)CN(C2CCCCC2)S(C)(=O)=O)cc1OC | 1 | 115 | -6% | -3 | 84 | 87 | -8% | -1 | 115
COCCOC(=O)c1c(C)n(C)c2ccc(OC(=O)C3CC3)cc12 | 3 | 193 | -6% | -3 | 91 | 94 | -35% | -3 | 193
Cc1ccccc1N1C(S)=C(C#N)C(=O)NC1c1cccs1 (stereo not drawn) | -9 | 169 | 19% | nt | nt | nt | 0% | 9 | 169
Cn1c(NCC(O)c2ccccc2)nc2c1c(=O)n(Cc1ccc(Cl)c(Cl)c1)c(=O)n2C (stereo not drawn) | 19 | 142 | nt | 7 | 13 | 6 | nt | -19 | 142
Cc1ccccc1OCC(=O)NC(=S)Nc1ccc(S(=O)(=O)NC2CCCCC2)cc1 | 1 | 156 | 0% | nt | nt | nt | 6% | -1 | 156
Cc1ccc(-c2nn(CC(N)=O)c(=O)c3ccccc23)cc1S(=O)(=O)N(C)C | 32 | 186 | 4% | 10 | 93 | 83 | -80% | -32 | 186
CCn1c(CSc2nc(C)cc(C)n2)nnc1SCC(=O)Nc1nc(-c2ccccc2)cs1 | 11 | 146 | -3% | -1 | 64 | 65 | -14% | -11 | 146
CCOc1ccccc1CN1C(=O)c2ccccc2C1C(=O)NC(C)CC (stereo not drawn) | 3 | 156 | -3% | 2 | 89 | 86 | 6% | -2 | 156
Cc1cc(C)nc(NC2=NCC(=O)N2c2ccccc2Br)n1 | 20 | 50 | nt | -2 | 91 | 93 | nt | -20 | 50
Cn1c(SCC(=O)Nc2ccc3cn[nH]c3c2)nnc1-c1cccs1 | -6 | 84 | -10% | 0 | 75 | 74 | 10% | 6 | 84
O=C(CNC(=O)Cc1ccccc1)NCC(=O)OCC(=O)c1cccc2ccccc12 | -12 | 192 | -20% | nt | nt | nt | -1% | 12 | 192
CCOC(=O)c1ccc(-c2ccc(C(=O)Nc3cccnc3)o2)cc1 | 7 | 184 | -6% | 2 | 104 | 102 | 8% | -7 | 184
O=C1C(Cl)=C(NCCCO)C(=O)c2ccccc21 | 16 | 61 | -2% | -29 | 7 | 36 | 27% | -16 | 61
COCCNC(=O)c1ccc2c(c1)NC(=O)CS2 | 1 | 122 | -3% | 5 | 92 | 88 | -7% | 0 | 122
COc1cccc2[nH]c3c(N4CCCCC4)ncnc3c12 | 0 | 78 | -3% | 3 | 81 | 78 | -7% | 0 | 78
O=C(Cn1ccc2ccccc2c1=O)NCCC(=O)Nc1ccc2c(c1)OCCO2 | -3 | 135 | 4% | 0 | 98 | 98 | -6% | 3 | 135
Cc1csc(SCC(=O)Nc2nc(-c3ccccc3)cs2)n1 | -5 | 107 | -4% | 0 | 89 | 89 | -8% | 5 | 107
CC(=O)Nc1cccc(NC(=O)CSc2nnnn2C)c1 | -9 | 91 | -8% | 2 | 96 | 94 | 17% | 9 | 91
O=C(Cc1ccccc1)NC1CCN(S(=O)(=O)c2cccc(F)c2)CC1 | -13 | 122 | 8% | 20 | 95 | 75 | 10% | 13 | 122
Cc1nnc(NC(=O)C2c3ccccc3Oc3ccccc32)s1 | -5 | 103 | nt | 9 | 97 | 88 | nt | 5 | 103
COc1ccc2nc(NC(=O)CCc3nc(-c4ccccc4F)no3)sc2c1 | -4 | 161 | -13% | 2 | 80 | 79 | 23% | 4 | 161
CC1=NN(C(C)C)C(=O)C1 | nt | nt | 14% | -8 | 88 | 96 | 10% | nt | nt
O=C(Nc1ccccc1)Nc1cccc2cccnc12 | 3 | 142 | -6% | -14 | 42 | 56 | 22% | -3 | 142
CCN(CC)C(=O)CCNS(=O)(=O)c1ccc(C)cc1 | -6 | 166 | 8% | 12 | 100 | 88 | 0% | 6 | 166
CC(C)Cc1nc(N2CCN(C(=O)Cc3ccccc3)CC2)c(C#N)c2c1COC(C)(C)C2 | nt | nt | 1% | -16 | 51 | 67 | -11% | nt | nt
Cc1nonc1OCCNC(=O)C12CC3CC(CC(C3)C1)C2 | 11 | 76 | -3% | 18 | 101 | 83 | -8% | -11 | 76
CCc1ccccc1N(CC(=O)N/N=C/c1ccc(OC(=O)OC)c(OC)c1)S(C)(=O)=O | -10 | 152 | 8% | nt | nt | nt | -53% | 10 | 152
CC(CN1CCCCC1)OC(=O)c1cc2ccccc2o1 (stereo not drawn) | -10 | 100 | -8% | 9 | 105 | 96 | -5% | 10 | 100
O=C(O)C1CCCN1S(=O)(=O)c1ccc(Br)s1 (stereo not drawn) (tested in a mixture with another compound) | -1 | 117 | -2% | -9 | 87 | 96 | -16% | 1 | 117
CC(C)(C)C(=O)Nc1ccccc1C(=O)NCc1ccco1 | nt | nt | -4% | 11 | 94 | 83 | -1% | nt | nt
CCOC(=O)c1c(C)[nH]c(C(=O)CSc2nnc(-c3ccncc3)n2CC)c1C | 9 | 144 | -8% | nt | nt | nt | 0% | -9 | 144
Cc1cc(O)c(C=Nc2ccc(Cl)cn2)c(=O)o1 | 3 | 191 | -4% | -4 | 95 | 99 | 12% | -3 | 191
Cc1ccc(C(=O)CN(C(=O)c2ccc(Cl)c(Cl)c2)N2C(=O)C3CCCCC3C2=O)cc1C (stereo not drawn) | -6 | 66 | -24% | 13 | 105 | 93 | -8% | 6 | 66
CCOc1ccc(C2NC(=O)C(C#N)=C(S)N2c2ccc(OC)cc2)cc1OC (stereo not drawn) | -9 | 157 | 3% | 0 | 96 | 97 | 8% | 9 | 157
O=C(Nc1ccn(Cc2c(F)c(F)c(F)c(F)c2F)n1)c1cccc(Cn2cc([N+](=O)[O-])cn2)c1 | 27 | 171 | 6% | nt | nt | nt | 28% | -27 | 171
COC(=O)C1C(=O)c2c([nH]c(C(=O)OC3CCCCC3)c2C)CC1C (stereo not drawn) | nt | nt | 1% | 2 | 75 | 73 | -1% | nt | nt
O=C1CCCc2c1cc(C(=O)Nc1ccc(Br)cn1)c(=O)n2-c1ccccc1 | 30 | 177 | -10% | 12 | 89 | 77 | 10% | -30 | 177
CC1(C)CC(=O)c2cn3ncnc3nc2C1 | 37 | 67 | 11% | -5 | 92 | 97 | -5% | -37 | 67
CCOc1ccc(C2CC(=O)n3nc(C45CC6CC(CC(C6)C4)C5)nc3S2)cc1OC (stereo not drawn) | 1 | 78 | 5% | nt | nt | nt | -49% | -1 | 78
COc1ccc(CCNS(=O)(=O)c2ccc(F)cc2)cc1OC | 14 | 140 | 6% | 6 | 98 | 91 | 6% | -14 | 140
COc1ccc(NC(=O)C2CCCN(S(=O)(=O)c3cccnc3)C2)cc1 (stereo not drawn) | -4 | 203 | 3% | 8 | 95 | 87 | 11% | 4 | 203
COC(=O)c1cc(OC)c(OC)cc1NC(=S)N1CCN(C)CC1 | 1 | 30 | -6% | nt | nt | nt | -8% | -1 | 30
CC1CC(C)CN(Cc2nc(N)nc(Nc3ccc4ccccc4c3)n2)C1 (stereo not drawn) | 4 | 110 | -14% | -35 | 12 | 47 | -31% | -4 | 110
CC(C)Cc1nc(NCCN2CCOCC2)c(C#N)c2c1COC(C)(C)C2 | -3 | 146 | -2% | 10 | 78 | 68 | -50% | 3 | 146
(further entries)
SMILES | IL1B NFkB pot | IL1B NFkB pot cell count 2 µM | Bcl-B displacement | MRP reversal | MRP reversal cytotoxicity | MRP reversal with doxorubicin | PLAP inhibition | IL1B NFkB inh | IL1B NFkB inh cell count 2 µM
COC(=O)c1ccc(C2/C(=C(/O)c3ccc(OC)cc3)C(=O)C(=O)N2Cc2ccco2)cc1 (stereo not drawn) | 6 | 135 | 1% | -13 | 86 | 98 | nt | -6 | 135
CCCn1c(SCC(=O)Nc2c(C)cccc2CC)nnc1C(C)C | 13 | 142 | -2% | -3 | 92 | 96 | -34% | -13 | 142
CCc1nnc(NC(=O)CSc2nc3c(c(=O)n2CC)SC(C)C3)s1 (stereo not drawn) | nt | nt | -5% | 20 | 106 | 86 | -4% | nt | nt
CC(=O)CN1Cc2ccccc2/C1=N\C(=O)Nc1ccccc1 | 15 | 197 | 1% | -3 | 87 | 91 | -26% | -15 | 197
O=C(NC(=S)N(Cc1ccccc1)Cc1ccccc1)C1CCCCC1 | 22 | 163 | -21% | nt | nt | nt | -4% | -22 | 163
Cc1ccc(S(=O)(=O)c2cc3c(=O)n4ccccc4nc3n(Cc3ccco3)c2=N)cc1C | 12 | 210 | 10% | -8 | 8 | 16 | -31% | -12 | 210
CCOC(=O)Cc1csc(NC(=O)CSc2nnc(-c3ccc(NS(=O)(=O)CC)cc3)o2)n1 | 21 | 108 | nt | 8 | 86 | 78 | nt | -21 | 108

10 entries from above, set out differently.
Values run as follows: IL1B NFkB pot | IL1B NFkB pot cell count 2 µM | Bcl-B displacement | MRP reversal | MRP reversal cytotoxicity | MRP reversal with doxorubicin | PLAP inhibition | IL1B NFkB inh | IL1B NFkB inh cell count 2 µM
> COc1ccc(NC(=O)C2CCCN(S(=O)(=O)c3cccnc3)C2)cc1 (stereo not drawn)
→ -4 | 203 | 3% | 8 | 95 | 87 | 11% | 4 | 203
> COC(=O)c1cc(OC)c(OC)cc1NC(=S)N1CCN(C)CC1
→ 1 | 30 | -6% | nt | nt | nt | -8% | -1 | 30
> CC1CC(C)CN(Cc2nc(N)nc(Nc3ccc4ccccc4c3)n2)C1 (stereo not drawn)
→ 4 | 110 | -14% | -35 | 12 | 47 | -31% | -4 | 110
> CC(C)Cc1nc(NCCN2CCOCC2)c(C#N)c2c1COC(C)(C)C2
→ -3 | 146 | -2% | 10 | 78 | 68 | -50% | 3 | 146
> COC(=O)c1ccc(C2/C(=C(/O)c3ccc(OC)cc3)C(=O)C(=O)N2Cc2ccco2)cc1 (stereo not drawn)
→ 6 | 135 | 1% | -13 | 86 | 98 | nt | -6 | 135
> CCCn1c(SCC(=O)Nc2c(C)cccc2CC)nnc1C(C)C
→ 13 | 142 | -2% | -3 | 92 | 96 | -34% | -13 | 142
> CCc1nnc(NC(=O)CSc2nc3c(c(=O)n2CC)SC(C)C3)s1 (stereo not drawn)
→ nt | nt | -5% | 20 | 106 | 86 | -4% | nt | nt
> CC(=O)CN1Cc2ccccc2/C1=N\C(=O)Nc1ccccc1
→ 15 | 197 | 1% | -3 | 87 | 91 | -26% | -15 | 197
> O=C(NC(=S)N(Cc1ccccc1)Cc1ccccc1)C1CCCCC1
→ 22 | 163 | -21% | nt | nt | nt | -4% | -22 | 163
> Cc1ccc(S(=O)(=O)c2cc3c(=O)n4ccccc4nc3n(Cc3ccco3)c2=N)cc1C
→ 12 | 210 | 10% | -8 | 8 | 16 | -31% | -12 | 210
